# High-throughput results from PubChem.
# pCIP destab – p/CIP protein destabilization; Q05BA5; AID 1984; decrease of EGFP signal, % at 10 µM; 290,000 compounds, 0.01% hits; F442A p/CIP-EGFP cells, EGFP fluorescence, 16 h;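 active = EGFP signal decrease of at least 30% at 10 µM or well 3 SD below plate mean, unless failing retest; inactive = the rest, including hits failing retest or dose response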; note: some compounds called inactive have numbers as strong as hits; many of its hits are not listed in these tables
# Target sequence (Q05BA5 1-1403): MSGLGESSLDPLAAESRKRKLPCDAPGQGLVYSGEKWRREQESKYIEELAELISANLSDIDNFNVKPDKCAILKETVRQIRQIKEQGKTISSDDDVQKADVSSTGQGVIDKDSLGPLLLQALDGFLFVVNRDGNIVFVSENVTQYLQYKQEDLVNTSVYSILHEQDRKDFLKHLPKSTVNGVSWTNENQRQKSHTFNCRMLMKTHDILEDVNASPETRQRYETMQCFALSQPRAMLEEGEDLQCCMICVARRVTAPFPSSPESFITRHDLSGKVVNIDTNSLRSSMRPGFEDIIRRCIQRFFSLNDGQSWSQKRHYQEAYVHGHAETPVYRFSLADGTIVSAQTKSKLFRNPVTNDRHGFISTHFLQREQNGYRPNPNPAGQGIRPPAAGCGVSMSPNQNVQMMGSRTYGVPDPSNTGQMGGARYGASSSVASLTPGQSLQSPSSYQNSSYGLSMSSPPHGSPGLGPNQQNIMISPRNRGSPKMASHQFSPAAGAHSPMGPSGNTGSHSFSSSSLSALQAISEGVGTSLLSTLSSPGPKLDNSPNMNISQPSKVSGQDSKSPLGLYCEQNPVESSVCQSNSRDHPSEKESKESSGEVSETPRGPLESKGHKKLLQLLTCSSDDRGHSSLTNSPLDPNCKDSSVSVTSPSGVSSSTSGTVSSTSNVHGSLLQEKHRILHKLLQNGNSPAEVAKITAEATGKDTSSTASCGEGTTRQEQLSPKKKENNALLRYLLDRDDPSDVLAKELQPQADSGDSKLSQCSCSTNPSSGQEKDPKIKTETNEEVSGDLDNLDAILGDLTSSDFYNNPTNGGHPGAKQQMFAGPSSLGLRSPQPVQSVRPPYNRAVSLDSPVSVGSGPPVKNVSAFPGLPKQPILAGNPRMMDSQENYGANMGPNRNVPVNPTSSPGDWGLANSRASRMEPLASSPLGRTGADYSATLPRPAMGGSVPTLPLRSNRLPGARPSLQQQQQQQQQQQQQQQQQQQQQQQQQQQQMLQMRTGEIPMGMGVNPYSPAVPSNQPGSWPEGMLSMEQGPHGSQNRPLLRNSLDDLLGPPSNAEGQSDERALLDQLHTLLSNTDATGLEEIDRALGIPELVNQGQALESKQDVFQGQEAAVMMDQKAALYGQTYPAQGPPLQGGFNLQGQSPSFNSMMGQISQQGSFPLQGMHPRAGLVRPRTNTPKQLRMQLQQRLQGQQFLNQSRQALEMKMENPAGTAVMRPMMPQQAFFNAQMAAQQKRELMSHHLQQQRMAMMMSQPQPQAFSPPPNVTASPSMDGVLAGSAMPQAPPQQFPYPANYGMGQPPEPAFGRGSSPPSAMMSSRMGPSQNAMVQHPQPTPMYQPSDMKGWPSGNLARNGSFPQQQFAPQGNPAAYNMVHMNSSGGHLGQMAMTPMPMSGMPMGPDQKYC
# SUMO HTRF inh – blocks human SUMOylation mediated by UBC9 | P63279 | HTRF SUMOylation assay, SAE1/SAE2 + UBC9, in vitro | inhibition, % at 35 µM | 290,000 compounds, 0.36% hits | AID 2006; in the data active = inhibition above about 50%, passing the limit was not always enough; note: strong numbers were not always called active
# IMP-1 inhibitor – blocks Pseudomonas aeruginosa IMP-1 metallo-beta-lactamase; purified IMP-1, nitrocefin hydrolysis, epi-absorbance fluorescence; AID 1556; inhibition, % at 5.6 µM; 290,000 compounds, 0.45% hits;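 active = inhibition above the mean plus 3 SD of all compounds in the same screening run, cut at about 4.5% in these data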;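 note: 0% = IMP-1 with DMSO and 100% = DMSO wells lacking enzyme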
#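 Assay system: purified IMP-1; Quantity: IMP-1 0.2 nM before substrate addition; Medium: HEPES buffer pH 7.1 with ZnSO4 and Brij 35; Incubation: 15 min enzyme–compound preincubation, then 25 min nitrocefin reaction, 25 °C; Signal: fluorescence quenching readout, ex 480/em 530 nm; Controls: DMSO with and without IMP-1; Repeats: singlicate testing.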
# CRFR2-BP antag – blocks CRF-induced signaling of the CRF-BP/CRF-R2 complex; 350,000 compounds, 0.59% hits; HEK293 CRF-R2/CRF-BP, CRF-induced calcium fluorescence; AID 588475; inhibition, % at 11.8 µM;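 active = inhibition of the ligand-induced calcium signal above about 50% at the single tested concentration, limit read from the data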
# NS3 helicase inh – HCV NS3 helicase inhibition. AID 1800. inhibition, % at 10.9 µM. NS3 helicase DNA unwinding, Cy5 molecular beacon fluorescence. 290,000 compounds, 0.56% hits;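 active = inhibition above the mean of all tested compounds plus 3 SD, set per campaign, cut at about 35% in these data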;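 note: 0% = DMSO wells and 100% = thioflavine S control wells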
#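 Measured by: Cy5 fluorescence, 0 and 60 min reads / Assay system: NS3 helicase fragment of HCV / Control set: low DMSO, high thioflavine S at 110 µM / Times: 1 h reaction at 25 °C, ATP-initiated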
# IDE act – activators of human insulin-degrading enzyme in cells | 340,000 compounds, 0.073% hits | HEK cells, FAbeta-B cleavage, fluorescence polarization; 0% vehicle, 100% cell-free pure enzyme wells | activation, % at 5.96 µM;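 active = activation above the mean of all tested compounds plus 3 SD, set per screening campaign, cut at about 17% in these data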
# VIM-2 inhibitor – inhibitors of Pseudomonas aeruginosa VIM-2 metallo-beta-lactamase; 290,000 compounds, 0.89% hits; inhibition, % at 5.6 µM; AID 1527; purified VIM-2, nitrocefin hydrolysis, epi-absorbance fluorescence;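 active = inhibition above the mean of all tested compounds plus 3 SD, cutoff set per screening run, cut at about 7.5% in these data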;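 note: red hydrolysis product quenches plate fluorescence so inhibitors raise well fluorescence; 0% = enzyme with DMSO and 100% = DMSO without enzyme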
# GalR3 antagonist – human GalR3 antagonism; 360,000 compounds, 0.44% hits; O60755; inhibition, % at 3 µM; AID 651719; HEK293 GalR3-CNG cAMP membrane potential fluorescence; galR3 body fused to GalR1 C-terminus;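 active = inhibition above the screen-wide average plus 3 SD, cut at about 13% in these data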;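 note: forskolin and galanin both at EC90 stimulate the cells; cAMP rise reported by CNG channel membrane potential dye signal; 0% = forskolin plus galanin with DMSO and 100% = forskolin alone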
# IDE cell inh – inhibits human insulin-degrading enzyme in HEK cells | P14735 | FAbetaB cleavage, fluorescence polarization | inhibition, % at 5.59 µM | 320,000 compounds, 0.41% hits | AID 434962;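 active = percent inhibition above the average of all tested compounds plus 3 SD, set per screening campaign, cut at about 16% in these data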;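 note: IDE supplied by intact live HEK cells; FP after avidin binding of uncleaved biotin substrate so inhibition keeps polarization high; 0% = DMSO wells and 100% = 60 µM reference IDE inhibitor Ii1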
# An asterisk follows results filed as active; nt = no result given.
SMILES,pCIP destab,SUMO HTRF inh,IMP-1 inhibitor,CRFR2-BP antag,NS3 helicase inh,IDE act,VIM-2 inhibitor,GalR3 antagonist,IDE cell inh
CC(=O)c1cccc(NC(=S)N2CCN(S(=O)(=O)c3ccc(F)cc3)CC2)c1,-17,14,-0.5,18,3,-1,-1.5,-3,-7
Cc1ccc(OS(=O)(=O)c2ccccc2)c(/C=N/N=C2\NC(=O)C(C)S2)c1 (stereo not drawn),-13,4,0.0,-6,-2,1,-0.2,-2,5
Cc1ccc(CN2CC(C(=O)N3CCN(S(=O)(=O)c4ccc(C)cc4C)CC3)CC2=O)cc1 (stereo not drawn),nt,nt,nt,-5,nt,2,nt,2,3
Cc1nc2ccccc2n1CC(=O)N/N=C/c1cccs1,-8,10,-3.0,26,-12,6,-5.6,-2,-8
COc1ccc(NC(=S)Nc2ncccc2C)cc1OC,-10,10,-5.2,8,9,4,-2.0,1,0
Oc1ccc2nnc3c(Br)cnn3c2c1,-5,41,3.3,-64,16,-6,7.2,-9,15
COc1ccccc1N1CCN(C(=O)CSc2nnc(NC(=O)c3ccco3)s2)CC1,6,13,-1.0,23,-7,-4,-0.8,0,9
COCC(=O)NCCNc1nc2ccc(C)cc2cc1C,5,6,0.7,-6,2,2,-0.1,-1,4
CC(NCC(=O)NCC(=O)Nc1ccc(F)cc1)c1cccc(C(F)(F)F)c1 (stereo not drawn),nt,nt,nt,-6,nt,3,nt,-3,0
N#C/C(=C\c1cccs1)c1nc2ccccc2[nH]1,-102,-5,-1.8,6,-17,5,-2.5,-3,-2
CCc1ccccc1NC(=O)Cn1nnc(-c2cccnc2)n1,-9,-6,-3.4,-6,3,0,-2.8,-4,7
CCn1c(C)nc2cc(S(=O)(=O)Nc3ccc(C)cc3)ccc21,-9,-3,-3.1,-12,-10,-2,0.4,-12,1
CCCCn1c(N)c(N(CC(C)C)C(=O)c2ccc(-n3c(C)ccc3C)cc2)c(=O)[nH]c1=O,nt,nt,nt,5,nt,5,nt,-4,-8
O=S(=O)(c1ccc(-c2ccon2)s1)N1CCOCC1,-3,3,-4.0,1,5,6,-2.9,-2,-5
COc1ccccc1-c1cc(C(=O)Nc2ccc(F)cc2F)no1,-20,32,-3.9,-4,-8,-5,-1.2,0,1
COc1ccc(-c2noc(CCC(N)=O)n2)cc1OC,-7,21,0.1,-2,-6,2,0.6,-5,4
COc1ccc(S(=O)(=O)N2CCN(CCC(=O)Nc3ccc(F)cc3)CC2)cc1,4,5,-2.8,-7,-6,-3,-2.6,-4,5
CCCCN(Cc1ccccc1)c1ncnc2nc[nH]c12,-17,-6,-2.2,3,-3,-5,-2.9,nt,-1
CCOC(=O)N1CCC(=NNC(=O)c2ccc(O)cc2)CC1,6,-12,-2.7,-2,-3,-2,-4.9,-8,0
Cc1ccc2c(c1)C1CN(C)CCC1N2Sc1ccccc1[N+](=O)[O-] (stereo not drawn),-2,-10,-3.3,-26,-73,-4,-1.7,-9,-5
Cc1ccc(-c2nn(C)c(=O)c3ccccc23)cc1CN1CCCCC1,0,-1,-3.7,-10,-8,5,9.2*,-4,-4
Cn1cc(S(=O)(=O)N2CCCC2)cc1C(=O)NCc1ccccc1,3,7,0.2,14,-12,4,1.1,nt,2
O=C(CSCc1ccc(C(=O)O)cc1)Nc1ccc2ccccc2c1,1,9,-1.7,-4,-7,2,-2.4,0,5
COc1cccc(-c2csc(N3CCN(C(=S)NCC(C)C)CC3)n2)c1,-14,-13,-1.9,10,-16,1,-1.7,-9,-2
CCOC(=O)N1CCN(C2OC(=O)c3ccccc32)CC1 (stereo not drawn),-10,4,-1.4,-8,-2,4,-1.5,2,2

# (list continues)
SMILES,pCIP destab,SUMO HTRF inh,IMP-1 inhibitor,CRFR2-BP antag,NS3 helicase inh,IDE act,VIM-2 inhibitor,GalR3 antagonist,IDE cell inh
CCOc1ccccc1NC(=O)CSc1nnc(CNC(=O)c2c(F)cccc2Cl)o1,5,-2,-3.1,2,10,0,-2.2,-8,1
CCOC(=O)c1c(-n2cnnn2)sc(C)c1C,-1,-5,-1.8,-4,16,4,-0.6,-5,-2
COc1ccc(CCNC(=S)NC(=O)c2cc(OC)c(OC)c(OC)c2)cc1OC,-7,-5,-4.0,33,-8,3,-2.3,-2,9
Nc1nc(-c2ccccc2)c(N=Nc2cccnc2)s1,-16,31,-4.3,5,6,11,1.8,-6,-4
Cc1ccc(NC(=O)Cc2cn(C)c3ccccc23)cc1F,9,-6,-2.2,0,2,2,-1.0,0,1
C=CCn1c(O)c(CN2CCOCC2)c(C)c(C#N)c1=O,-26,-1,-0.2,-8,10,6,-2.4,nt,-1
Cc1cccc(OCc2nnc(SCC(=O)Nc3ccc(C)c(C)c3)o2)c1,-4,-16,-2.6,-21,1,2,-1.8,-2,3
O=C(CNS(=O)(=O)c1ccc(Br)cc1)N1CCOCC1,0,-5,2.4,8,2,-1,-1.8,-4,-3
COc1cccc(C(=O)Nc2cccnc2)c1,-13,17,-6.0,8,15,8,0.8,-6,-2
OCCCc1cn(Cc2ccccc2)c2ccccc12,-8,-8,-1.8,-2,-3,4,0.2,-10,0
Cc1cccc(C)c1NC(=O)COC(=O)CN1C(=O)C2CCCCC2C1=O (stereo not drawn),nt,nt,nt,4,nt,3,nt,-5,-1
CCCCn1nc(NC(=O)COC)c2cc3cc(OC)ccc3nc21,-1,9,-3.2,6,-1,5,-2.0,-13,5
CCOC(=O)c1sc(=NC(=O)c2cccc(OC)c2)n(C)c1C,-9,8,-0.6,-10,-2,4,-3.0,-2,5
COc1ccc(-c2nc(NC(=O)Cn3ccc(C(F)(F)F)n3)sc2C)cc1,-4,-24,-4.1,-6,-16,6,-3.1,-4,-1
O=C1C=C(c2ccc3c(c2)OCO3)C[C@@H](c2ccc3c(c2)OCO3)C1,nt,nt,nt,2,nt,-2,nt,-2,1
CCn1c(CSCc2c(Cl)cccc2Cl)n[nH]c1=S,-14,5,-0.1,-15,2,-2,0.9,-1,-1
COc1ccccc1NS(=O)(=O)c1cc(NC(C)=O)ccc1N1CCCCC1,-25,-22,-3.5,-13,-20,-1,-0.5,-5,4
Cc1ccc(-n2ncc3c(=O)n(CC(=O)NCc4ccco4)cnc32)cc1,-2,9,0.8,-26,1,-4,0.5,-2,8
Cc1ccc(S(=O)(=O)CCCS(=O)(=O)c2ccc(C)cc2)cc1,-4,8,-1.2,0,0,0,-2.5,0,-2
Cn1c(C(=O)NCc2ccco2)cc2c(=O)[nH]c3ccccc3c21,-6,33,-2.5,-25,7,1,-1.2,0,3
COC(=O)Cn1nnc(-c2cccc(OC)c2)n1,1,-23,-2.9,-9,17,-4,-1.3,0,6
CN(CC(=O)Nc1ccccc1Cl)C(=O)COC(=O)C1CC1,nt,nt,nt,-4,nt,1,nt,-2,2
N#CCSc1nnc(-c2c[nH]c3ccccc23)o1,-2,11,0.3,11,1,5,-2.3,-3,-5
COc1ccc(NC(=O)COc2ccccc2C)cc1S(=O)(=O)N1CCCCC1,nt,nt,nt,4,nt,2,nt,-4,1
COc1ccc(CCNC(=O)c2cc3sc(Cl)cc3n2C)cc1OC,1,-11,-3.8,1,-9,-4,1.2,1,3

# Among those listed so far, two have bromine.
SMILES,pCIP destab,SUMO HTRF inh,IMP-1 inhibitor,CRFR2-BP antag,NS3 helicase inh,IDE act,VIM-2 inhibitor,GalR3 antagonist,IDE cell inh
Oc1ccc2nnc3c(Br)cnn3c2c1,-5,41,3.3,-64,16,-6,7.2,-9,15
O=C(CNS(=O)(=O)c1ccc(Br)cc1)N1CCOCC1,0,-5,2.4,8,2,-1,-1.8,-4,-3

# (further entries)
SMILES,pCIP destab,SUMO HTRF inh,IMP-1 inhibitor,CRFR2-BP antag,NS3 helicase inh,IDE act,VIM-2 inhibitor,GalR3 antagonist,IDE cell inh
Cc1ccccc1C(=O)c1cn[nH]c1-c1ccccc1O,4,-11,-4.5,-12,-2,1,-1.9,-5,3
Cc1ccc(NC(=O)c2noc(C(C)C)c2[N+](=O)[O-])cc1,-8,-1,-0.5,-3,8,1,1.5,-6,4
O=c1nc(N/N=C/c2c[nH]c3ccccc23)cn[nH]1,3,3,-0.3,-3,17,6,-1.1,-4,4
CCOc1nc2cnccc2n(CC(=O)Nc2ccc(C)c(C)c2)c1=O,5,-2,-2.5,-7,-5,0,-5.8,-1,8
CCCCn1c(N)c(N(CC(C)C)C(=O)C2=NN(c3cc(C)ccc3C)C(=O)CC2)c(=O)[nH]c1=O,nt,nt,nt,9,nt,-1,nt,-5,2
O=C(CCN1C(=O)c2ccccc2S1(=O)=O)NCc1ccccc1,nt,nt,nt,9,nt,4,nt,0,-8
CC(=O)Nc1ccccc1C(=O)N1CCN(Cc2ccccc2)CC1,0,7,-1.3,-3,-9,-2,-0.5,-4,4
COC(CNc1cc(=O)oc2ccccc12)OC,2,2,-4.0,5,1,1,-5.4,-3,6
CCN(CC)C1CCN(C(=O)c2cc(COc3cccc4cccnc34)on2)C1 (stereo not drawn),-8,18,-2.7,-5,-4,-10,-1.4,-9,nt
Cc1cccc(/C=N/NC(=O)c2cc(C)nc3ccccc23)n1,-2,-7,-2.0,2,-3,4,-2.7,5,3
COc1ccc(Cc2nc(C(=O)Nc3ccccc3)cs2)cc1,1,-1,-3.4,7,-10,6,-1.0,-6,1
Cc1ccc(S(=O)(=O)Oc2ccc(C3C4=C(CCCC4=O)N(CCC(=O)O)C4=C3C(=O)CCC4)cc2Cl)cc1,-5,28,-2.8,5,13,3,0.4,3,4
O=C(O)CCCn1c(=O)[nH]c2ccccc2c1=O,13,19,-2.3,-3,-2,4,-4.1,-2,-2
CC(C)Cc1nnc(NC(=O)C2CC(=O)N(Cc3ccccc3)C2)s1 (stereo not drawn),2,17,-2.0,-3,-4,6,-2.3,3,-6
O=C1C(c2ccnc3ccccc23)=C(O)c2ccccc21,-15,-24,-6.2,6,-7,6,-2.8,0,2
Cc1ccc(C(=O)NCc2cccnc2)cc1S(=O)(=O)N1CCCCCC1,-7,5,-3.6,-2,0,4,-1.6,0,0
CC(=O)NS(=O)(=O)c1ccc(NC(=S)NC(=O)COc2ccccc2C)cc1,-1,-1,-4.5,-26,16,4,-4.6,-3,12
CCc1ccc(NC(=O)c2ccc(NC(=O)C3CCCO3)cc2)cc1 (stereo not drawn),-3,0,-5.3,-4,-17,-2,-4.0,nt,7
C#CCOCCOCCOCCNc1nc(N2CCN(C(=O)[C@H](Cc3ccc(O)cc3)n3cc([C@@H](N)C(C)CC)nn3)CC2)nc(N2CCN(C(=O)[C@H](Cc3cc4ccccc4[nH]3)n3cc([C@@H](N)CC(C)C)nn3)CC2)n1 (stereo partly drawn),3,-13,3.9,-4,-23,nt,1.2,-2,7
COc1ccc(C(=O)N2CCn3c(C)ccc3C2C)cc1 (stereo not drawn),-14,16,-0.5,15,-5,6,1.6,-2,3
COc1ccc(CNC(=O)c2ccc(Cn3nc(C)cc3C)o2)cc1,-2,-3,-0.5,8,-1,6,-0.6,-8,-2
